# TSG101-PTAP inh – blocks PTAP/TSG101 interaction to inhibit HIV-1 budding. Q99816. Fluorescence polarization, FITC-PTAP peptide / Tsg101 binding. Potency, µM (titrated, usually from 115 µM), inactives show at the top dose activity change, negative = inhibition, usual class: inhibitors. 340,000 tested, under 10 active. AID 493005; active = well fitted inhibition curve with a large enough effect in the main read-out, with a control signal flat, not every such curve was filed as active; inconclusive = small, poorly fitted or top-dose-only effect, or effect the other way, or a change in a side signal; inactive = no such curve, though single readings can be large or run the other way; also: potency is read from the fitted curve at half-maximal effect; % of control where 0% means no effect
#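 FP read-out: FITC-PTAP peptide, 50 nM final, binding Tsg101 binding domain, 10 uM final; 20 min, r.t.; 10 mM HEPES pH 7.5, 0.15 M NaCl, 0.01% Tween 20, 3 mM EDTA, 0.1 mM TCEP.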
# Chronic BCR inh – blocks chronic active B-cell receptor signaling | ABC-DLBCL IkBa-CBG/CBR reporter, luminescence ratio, 4 h | Potency, µM (series often up to 46.1 µM), for inactives: at the highest dose ratio change, negative = lower green/red ratio, hits mostly inhibitors | 0.05% of 340,000 active; active = well fitted inhibition curve with a large enough effect in the signal ratio, with a control signal flat, not every such curve was filed as active; inconclusive = small, poorly fitted or top-dose-only effect, or effect the other way, or a change in a side signal; the % refers to the signal ratio;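 also: potency is read from the fitted curve at half-maximal effect; plate controls were basal doxycycline-induced cells for no effect and cells given 10 µM MG132 for full effect; MG132 reads +100%, hits lower the ratio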
#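 TMD8 human ABC-DLBCL cells with doxycycline-inducible IκBα–green luciferase fusion and unfused red luciferase, in 0.5% FBS medium; compounds up to 46 uM, 4 h at 37C. Green/red luminescence ratio, filter-overlap corrected, fitted to concentration-response curves.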
# Mito fusion act – blocks mitochondrial division or promotes mitochondrial fusion; S. cerevisiae fusion-defective mutant growth rescue, CellTiterGlo 48 h; Potency, µM (titrated, usually from 46.1 µM), inactives show at the highest dose growth rescue (activation), usual class: activators; 0.23% of 320,000 active; AID 485298;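 also: potency is read from the fitted curve at half-maximal effect; % of control where 0% means no effect; nearly all actives have a fitted effect of over 45% in size; temperature-sensitive fusion mutants such as fzo1-1 at 37 °C on non-fermentable ethanol glycerol medium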
#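 Temperature-sensitive fusion-defective S. cerevisiae (e.g. fzo1-1, mgm1-5) were grown with compound in YPEG medium (3% ethanol, 3% glycerol) for 48 hours at 37C. Growth rescue was measured as viability by CellTiterGlo luminescence after 10 minutes at ambient.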
# Tb PFK block – T. brucei PFK enzyme inhibition | O15648 | T. brucei PFK, ADP-Glo luminescence | Potency, µM (series often up to 57.5 µM), for inactives: at the top dose activity, negative = inhibition, most hits filed as inhibitors | 0.17% of 330,000 active;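 also: potency is read from the fitted curve at half-maximal effect; 0% = uninhibited 1x PFK enzyme wells and -100% = no-enzyme wells; nearly all actives have a fitted effect of over 60% in size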
# Target sequence (O15648 whole entry, looked up): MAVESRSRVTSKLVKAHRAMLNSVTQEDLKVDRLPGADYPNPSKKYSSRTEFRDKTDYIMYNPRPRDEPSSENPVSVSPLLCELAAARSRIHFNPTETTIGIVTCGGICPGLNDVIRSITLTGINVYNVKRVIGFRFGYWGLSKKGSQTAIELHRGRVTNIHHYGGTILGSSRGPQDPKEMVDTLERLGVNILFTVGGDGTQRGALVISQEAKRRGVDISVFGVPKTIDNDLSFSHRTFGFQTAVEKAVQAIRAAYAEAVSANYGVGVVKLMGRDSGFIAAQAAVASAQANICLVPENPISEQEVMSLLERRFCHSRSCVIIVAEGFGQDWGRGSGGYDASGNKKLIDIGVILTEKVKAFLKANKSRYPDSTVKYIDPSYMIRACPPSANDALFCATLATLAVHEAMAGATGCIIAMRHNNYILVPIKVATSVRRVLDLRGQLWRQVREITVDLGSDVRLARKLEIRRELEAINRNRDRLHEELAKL
#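 1.25 nM PFK with 0.5 mM F6P and 0.1 mM ATP in 0.1 M TEA pH 8.0, 5 mM MgCl2, incubated 45 min at room temperature; ADP measured by ADP-Glo luminescence; compounds titrated up to 57 uM.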
# ASM inhibitor – human S-ASM enzyme inhibition | placental ASM, HMU-PC fluorogenic substrate, 60 min | Potency, µM (doses to about 57.5 µM), for the others: at the highest dose activity change, negative = inhibition, usual class: inhibitors | 0.006% of 340,000 active | AID 504937; also: potency is read from the fitted curve at half-maximal effect
# Target sequence (P17405 47-631 limits assumed): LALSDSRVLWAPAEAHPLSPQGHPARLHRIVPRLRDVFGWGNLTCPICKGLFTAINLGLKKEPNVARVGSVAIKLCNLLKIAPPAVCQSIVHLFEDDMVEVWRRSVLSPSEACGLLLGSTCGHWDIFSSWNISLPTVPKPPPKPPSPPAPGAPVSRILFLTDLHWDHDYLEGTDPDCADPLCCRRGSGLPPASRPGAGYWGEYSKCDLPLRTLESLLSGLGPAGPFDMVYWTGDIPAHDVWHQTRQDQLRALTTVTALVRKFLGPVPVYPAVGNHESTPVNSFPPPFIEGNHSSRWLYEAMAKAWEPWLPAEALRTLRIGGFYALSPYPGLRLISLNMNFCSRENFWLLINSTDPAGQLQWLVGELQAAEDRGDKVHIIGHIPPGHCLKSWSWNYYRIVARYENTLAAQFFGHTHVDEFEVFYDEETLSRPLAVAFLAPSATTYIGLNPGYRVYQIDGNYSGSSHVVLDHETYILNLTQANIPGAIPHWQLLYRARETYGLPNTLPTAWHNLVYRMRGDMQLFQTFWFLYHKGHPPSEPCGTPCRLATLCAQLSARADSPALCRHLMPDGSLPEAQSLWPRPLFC
#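 qHTS format. ASM enzyme prepared from human placenta hydrolyses the fluorogenic substrate HMU-PC0 (9 uM final) over 60 min at 37 °C after a 10 min compound preincubation.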
# Integrin act MD – activates integrin-mediated alleviation for muscular dystrophy; alpha7betagal myoblasts, beta-gal FDG fluorescence, 48 h; Potency, µM (highest dose often 38.3 µM), without a hit: at the top dose activation, usual class: activators; 0.064% of 350,000 active; AID 624291;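 also: potency is read from the fitted curve at half-maximal effect; 100% = response of the positive control SU9516; nearly all actives have a fitted effect of over 60% in size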
#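 alpha7betagal+/- myoblasts (passage 13, 250/well) treated 48 h at 37C with compounds at 1:260 dilution of DMSO stock. Lysed, then beta-galactosidase activity read as FDG fluorescence (ex 480/em 540) after 30 min, with pre-read for autofluorescence.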
# Eya2 inh – Eya2 (human) phosphatase inhibition | O00167 | recombinant Eya2, OMFP fluorescence dephosphorylation (OMFP is methylfluorescein phosphate) | Potency, µM (highest dose often 76.9 µM), for inactives: at the top dose activity, negative = inhibition, usual class: inhibitors | 0.006% of 330,000 active; also: potency is read from the fitted curve at half-maximal effect; % is scaled to controls: 0 for no effect and ±100 for the full control effect
#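 Eya2 (0.2 uM) preincubated 10 min at ambient with compound, then OMFP substrate added at 50 uM; 10 min reaction in 50 mM HEPES pH 7.5, 50 mM NaCl, 5 uM MgCl2, 0.05% BSA, 1 mM DTT. Fluorescence read at Ex 485/Em 525 nm.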
# ELG1 DNA repair – inhibitors of ELG1-dependent DNA repair in HEK293T cells. HEK293T ELG1-luciferase reporter, luminescence, 16 h; DNA damage induced by 5-fluorouridine. Potency, µM (top dose mostly 46.1 µM), for the others: top-dose activity change, negative = inhibition, usual class: inhibitors. 2.3% of 330,000 active; also: potency is read from the fitted curve at half-maximal effect; % is scaled to controls: 0 for no effect and ±100 for the full control effect; nearly all actives have a fitted effect of over 55% in size
#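 Luminescence from the luciferase reporter, measured 30 min after ONE-Glo reagent at room temperature, was the read-out. Beforehand, 2,000 cells per well were exposed for 16 hr at 37 °C to 5-fluorouridine together with compound or vehicle.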
# TSHR antag – antagonists of human thyroid stimulating hormone receptor | P16473 | TSHR-expressing cells, TSH-stimulated cAMP HTRF, 2 h; hits give low values | activity change, negative = inhibition, % at 11.5 µM | 0.2% of 330,000 active;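 active = activity change below a set negative limit, meaning inhibition stronger than a set level, cut at about -70% in these data; inconclusive = activity change between two set negative limits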; also: % is scaled to controls: 0 for no effect and ±100 for the full control effect
#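 TSHR-expressing cells, 200/well, pre-treated with compound, then stimulated with EC80 TSH (4nM final) for 2 hours at 37 deg C. cAMP measured by competitive HTRF: anti-cAMP cryptate antibody in lysis buffer plus cAMP-d2, read after 30 minutes at room temperature.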
# AT treatment – candidate therapy for ataxia-telangiectasia; […] A-T fibroblasts, KAP-1 phosphorylation AlphaLISA; neocarzinostatin DNA damage 30 min before lysis; Potency, µM (top dose mostly 57.5 µM), for the others: at the highest dose activation, most hits filed as activators; 0.19% of 320,000 active; also: potency is read from the fitted curve at half-maximal effect; % of control where 0% means no effect; nearly all actives have a fitted effect of over 45% in size
#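 hTERT-immortalized A-T patient fibroblasts ([…]), 500 cells/well in OPTI-MEM, 1% FBS, got compounds for 60 min, then NCS for 30 min at 37C. Lysates were then assayed for phospho-KAP-1 by AlphaLISA (anti-pKAP1 donor, anti-KAP1 acceptor beads), 6 hr at 25C.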
# TCR act – T cell receptor activation; primary human leukocytes, anti-CD3, IL-2 HTRF, 48 h; Potency, µM (top dose mostly 9.22 µM), for the others: at the top dose activation of IL-2 secretion, actives largely listed as activators; 330,000 tested, under 10 active; AID 504894; also: % of control where 0% means no effect
#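 TCR engagement came from a-CD3 beads alone, with compounds added to primary human leukocytes for 48 hr. Secreted IL-2 bridged europium cryptate- and d2-labelled anti-IL-2 antibodies, giving FRET emission at 665nm after 320nm excitation.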
# * marks the source's active call; other numbers are inactive results; i = inactive; u = inconclusive; x = no result given; & = joins results of further samples; [ ] = remark or other dose. Unless noted, calls follow the shape of the dose curve; as a rule, active = well fitted curve in the direction sought with a large enough effect; inconclusive = small, poorly fitted or top-dose-only effect, or another doubt; inactive = no such curve, though single readings can be large; an effect the other way counts as inactive or inconclusive. Outcome played no part in choosing rows. Share with any hit: about 3.2%.
SMILES,TSG101-PTAP inh,Chronic BCR inh,Mito fusion act,Tb PFK block,ASM inhibitor,Integrin act MD,Eya2 inh,ELG1 DNA repair,TSHR antag,AT treatment,TCR act
COC(=O)c1ccc(NS(=O)(=O)c2c(C)[nH]c(C)c2C(=O)N2CCCC2)cc1,-3.4%,2.1%,-9.3%,1.1%,3.4%,-0.8%,12.2%,16.2%,-3.1,-0.5%,0.9%
Cc1cccc(CC(=O)N2CCOCC2)c1,-1.8%,-0.9%,0.8%,-5.2%,0.7%,10.3%,-2.3%,1.9%,-4.3,23.8%,-2.9%
CCOC(=O)C(=CNc1ccccc1C)C(=O)OCC,-8.8%,u,u,-0.1%,0.3%,-49.8%[inhibitor],-14.6%,-7.4%,4.3,2.5%,1.3%
COc1cc(CC(=O)Nc2ccc(Cl)c(C(F)(F)F)c2)cc(OC)c1OC,-5.4%,u,-17.8%,-17.6%,-2.1%,36.9%,-14.8%,u,-10.6,-2.9%,-3.2%[46.1 µM]
CC(=O)N/N=C/c1ccc(OCCOc2ccc(Br)cc2)cc1,1.1%,1.9%,11.6%,-5.1%,0.3%,21.8%,-4.7%,8.8%,6.5,4.2%,3.2%[46.1 µM]
O=C(Nc1ccccc1)NN(C(=O)CCl)c1ccccc1,0.8%,u,-3.5%,0.7%,-2.2%,-73.1%[inhibitor],4.7%,23.1µM*,-6.6,15.4%,4.0%
OC(COc1ccc2ccccc2c1)Cn1cncn1 (stereo not given),-7.1%,u,2.4%,-5.1%,-0.2%,6.7%,4.6%,u,3.2,2.7%,5.4%[46.1 µM]
O=C(NCc1cc(C(F)(F)F)cc(C(F)(F)F)c1)C1CC(c2ccccc2C(F)(F)F)=NO1 (stereo not given),-6.8%,7.4%,17.2%,-4.2%,46.0%,-21.6%,-8.1%,8.2%,-14.7,0.1%,1.6%
Cc1cc(N)n(-c2ccc(S(=O)(=O)c3ccc(C(C)C)cc3)cc2)n1,-3.3%,3.2%,-39.0%[inhibitor],1.9%,-2.5%,-19.5%,-3.1%,u,11.3,-7.0%,5.5%
CCN(CC)CCCNC(=O)c1ccccc1NC(=O)C1=CSCCO1,-5.8%,2.6%,-0.5%,-1.6%,4.9%,-8.7%,5.7%,-2.6%,-12.0,0.0%,-6.6%
Cc1c(Br)c(C(=O)NNC(=O)c2ccc(C(C)(C)C)cc2)nn1C,-2.4%,-3.9%,-0.2%,2.2%,3.9%,-9.6%,u,u,-2.1,3.0%,-5.9%
CCOc1ccc(/C=C/[N+](=O)[O-])c2ccccc12,-8.2%,u,-15.8%,22.1%,-4.7%,-61.9%[inhibitor],u,u,-31.7,-6.2%,-2.9%
NC(=O)CSc1nnc(-c2ccncc2)n1-c1ccc(Cl)cc1,-3.3%,-4.2%,-3.2%,13.6%,0.6%,6.1%,-4.3%,1.1%,-6.2,-2.0%,-8.5%[46.1 µM]
C/C(=N\Nc1nc2ccc(Cl)cc2o1)c1ccccc1,-9.5%,4.9%,14.5%,1.8%,-2.9%,1.0%,-3.8%,u,-12.0,3.0%,-3.6%
CCCNC(=O)c1c(N)n(-c2ccc3c(c2)OCO3)c2nc3ccccc3nc12,-3.2%,u,-0.2%,1.9%,i,1.6%,4.4%,14.5%,7.6,4.6%,-3.7%
O=C(COC(=O)/C=C/c1ccccc1)NC1CCCCC1,0.6%,4.6%,3.0%,-0.5%,2.4%,-12.8%,-3.1%,8.8%,-21.6,8.7%,-1.5%
CC(=O)Oc1ccc(/C=C(\NC(=O)c2ccco2)C(=O)NCc2ccccc2)cc1,-3.3%,-0.2%,0.5%,0.1%,5.0%,4.3%,u,17.4%,-3.3,8.3%,1.9%
CCCn1c(N)c(Sc2ccccc2[N+](=O)[O-])c(=O)n(CCC)c1=O,1.3%,1.0%,2.3%,13.2%,-3.2%,-40.3%,8.4%,-1.3%,17.7,-6.4%,-0.4%
N#Cc1nc(-c2cccs2)oc1NCCCN1CCOCC1,-0.9%,-1.0%,7.7%,-9.1%,154.6%[activator],8.0%,-3.9%,16.0%,3.2,-3.1%,7.1%
CC1CCN(S(=O)(=O)c2cccc3cccnc23)CC1,-0.2%,-4.2%,7.2%,2.2%,-4.1%,0.0%,16.3%,1.0%,7.0,2.8%,4.1%
CC(C)(C)n1nnnc1C(c1cc2cc3c(cc2[nH]c1=O)OCO3)N1CCN(c2ccccc2)CC1 (stereo not given),-4.9%,8.7%,-1.5%,-0.5%,90.2%[activator],8.6%,-1.0%,-25.0%,2.2,2.0%,3.9%
CCOCCCNC(=O)C(c1ccc(OC)cc1)N(Cc1ccc2c(c1)OCO2)C(=O)c1ccccn1 (stereo not given),-1.2%,-4.0%,2.1%,0.4%,6.0%,-9.3%,13.4%,-5.6%,6.1,0.5%,-0.9%
O=C(O)/C=C/c1ccccc1Oc1ccccc1,-2.0%,2.2%,9.0%,-5.5%,-2.6%,44.7%,11.3%,2.7%,-10.0,0.0%,x
COc1ccccc1C(=O)NCCC(=O)N1CCN(C(=O)c2ccco2)CC1,-3.1%,u,-5.3%,-5.1%,5.5%,18.8%,9.3%,7.1%,-0.3,3.2%,5.5%
Cn1c(CSc2ncn[nH]2)nc2ccccc21,-13.9%,3.0%,-7.5%,-0.1%,3.4%,7.4%,10.6%,5.1%,-0.7,1.2%,0.8%
SMILES,TSG101-PTAP inh,Chronic BCR inh,Mito fusion act,Tb PFK block,ASM inhibitor,Integrin act MD,Eya2 inh,ELG1 DNA repair,TSHR antag,AT treatment,TCR act
C=CCOc1cc(C)nc(-c2ccccc2O)n1,-2.6%,18.2%,3.0%,3.1%,-3.8%,10.7%,-4.7%,0.7%,-0.7,x,-5.3%
CN(C(=O)c1ccco1)c1nc(CC(=O)Nc2ccccc2)cs1,-4.0%,-10.5%,4.4%,-7.5%,-12.8%,8.2%,2.4%,2.2%,-4.7,-1.5%,-3.9%[46.1 µM]
O=C(NCc1ccc(Cl)cc1)C(=O)NCC1OCCN1S(=O)(=O)c1ccc2c(c1)OCCO2 (stereo not given),-0.8%,-13.2%,1.6%,u,-0.8%,12.2%,-14.7%,u,13.5,1.4%,-3.1%
Cn1nnnc1SCC(=O)Nc1ccc2c(c1)OCO2,-6.5%,1.2%,-3.6%,-1.4%,3.4%,u,-0.5%,u,10.1,2.9%,5.0%
Cc1nc2sc(C(c3ccccc3)N3CCN(c4ccccc4F)CC3)c(O)n2n1 (stereo not given),-1.9%,u,1.6%,-5.2%,0.7%,-26.1%,-3.5%,-8.4%,10.3,-5.7%,4.6%
COc1ccc(N2CCN(C(CNC(=O)C(=O)NC3CCCC3)c3ccco3)CC2)cc1 (stereo not given),0.7%,8.1%,1.2%,1.3%,0.3%,-7.6%,-17.8%,0.0%,7.0,x,2.1%
O=C(CSc1nncs1)N1CCN(C(=O)c2ccco2)CC1,-1.7%,1.9%,0.1%,-3.1%,-1.2%,39.8%,-1.4%,12.5%,1.0,9.1%,8.2%
COc1ccc(CCCc2n[nH]c(=S)n2C)cc1C,-5.1%,-26.9%,8.3%,-7.5%,2.6%,13.7%,-2.9%,-16.7%,-1.4,1.2%,-4.0%
CC(C)C(=O)Nc1ccc(-c2nc3ncccc3o2)cc1,-1.0%,u,-1.2%,5.3%,33.1%[activator],5.1%,9.0%,u,0.4,2.0%,1.6%
CCOc1ccc(NC(=O)N2CCC(c3nc4ccccc4[nH]3)CC2)cc1,-10.5%,u,-0.1%,-1.4%,-0.3%,11.6%,-8.5%,-4.4%,13.4,-5.0%,2.5%
CCN(CC)C(=O)Cn1cc(SCC(=O)Nc2cc(C)on2)c2ccccc21,-6.7%,-10.8%,-2.9%,3.5%,-1.5%,-36.0%,8.7%,2.4%,-7.1,-0.4%,4.6%
COc1ccc(CNC(=O)C2CCC(CNc3c(N4CCOCC4)c(=O)c3=O)CC2)cc1 (stereo not given),-0.4%&-10.8%,-5.7%,-0.2%,1.9%,-0.3%&1.6%,-2.2%&-7.2%,-4.3%,3.3%,7.5,1.4%,8.8%&2.5%

# Source: PubChem
